LYPLA1 counter = counter-screen for PME1 inhibitors: inhibitors of human LYPLA1 | O75608 | recombinant LYPLA1, FP-Rh probe fluorescence polarization | inhibition, % at 5.9 µM | 320,000 tested, 0.16% active;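 active = inhibition above the mean of all tested compounds plus 3 SD, set per campaign, cut at about 14% in these data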;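 also: inhibitors block serine hydrolase probe labeling of LYPLA1 so polarization falls; 0% = enzyme with DMSO and 100% = wells lacking LYPLA1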
Target sequence (O75608 whole entry, looked up): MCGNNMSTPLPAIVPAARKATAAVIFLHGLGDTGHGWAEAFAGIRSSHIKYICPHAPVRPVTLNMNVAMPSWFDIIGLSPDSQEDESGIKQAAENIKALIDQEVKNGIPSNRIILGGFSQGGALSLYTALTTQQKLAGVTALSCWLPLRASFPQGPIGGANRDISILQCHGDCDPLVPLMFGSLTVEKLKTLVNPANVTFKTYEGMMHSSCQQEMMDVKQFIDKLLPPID
PAD4 FP inh = PAD4 (human) enzyme inhibition. recombinant PAD4, RCA probe fluorescence polarization. inhibition, % at 6.36 µM. Q9UM07. 330,000 tested, 0.41% active;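 active = percent inhibition above a cutoff equal to the mean of all tested compounds plus 3 SD, cut at about 15% in these data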;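 also: 0% = PAD4 with RCA probe and DMSO and 100% = probe without PAD4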
PME-1 inh = PME-1 (human) inhibition | Q9Y570 | recombinant PME-1, FP-Rh probe fluorescence polarization | inhibition, % at 5.9 µM | 320,000 tested, 0.53% active | AID 2130;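 active = inhibition above the campaign mean of all compounds plus 3 SD, cut at about 26% in these data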;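 also: competitive labeling of PME-1 active site by serine hydrolase directed probe; 0% = PME-1 with DMSO and 100% = wells lacking PME-1 enzyme; inhibitors block probe labeling so polarization falls and inhibition rises; many of its hits are not listed in these tables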
Target sequence (Q9Y570 whole entry, looked up): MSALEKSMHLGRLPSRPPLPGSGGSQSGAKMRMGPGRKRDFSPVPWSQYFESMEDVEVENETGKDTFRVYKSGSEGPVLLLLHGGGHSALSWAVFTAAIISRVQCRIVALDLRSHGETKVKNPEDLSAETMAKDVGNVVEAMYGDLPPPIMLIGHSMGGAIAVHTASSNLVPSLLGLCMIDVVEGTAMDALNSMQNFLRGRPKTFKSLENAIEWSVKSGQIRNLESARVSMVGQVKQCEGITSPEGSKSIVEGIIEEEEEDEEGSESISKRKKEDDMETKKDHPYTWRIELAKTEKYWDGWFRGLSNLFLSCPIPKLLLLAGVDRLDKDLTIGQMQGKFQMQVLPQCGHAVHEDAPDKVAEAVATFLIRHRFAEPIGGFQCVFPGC
PAFAH1B2 inh = PAFAH1B2 (human) inhibition. P68402. recombinant PAFAH1B2, FP-rhodamine activity probe, fluorescence polarization. inhibition, % at 3.39 µM. 340,000 tested, 1.2% active;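 active = inhibition above the mean of all tested compounds plus 3 SD, cut at about 24% in these data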;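 also: 0% = enzyme with DMSO and 100% = wells lacking PAFAH1B2; many of its hits are not listed in these tables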
PAFAH1B3 inh = blocks human PAF acetylhydrolase 1B catalytic subunit 3; Q15102; recombinant PAFAH1B3, FP-rhodamine probe, fluorescence polarization; inhibition, % at 3.39 µM; 340,000 tested, 0.28% active;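 active = inhibition above the screen-wide average of all tested compounds plus 3 SD, cut at about 25% in these data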;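 also: 0% = enzyme with DMSO only and 100% = wells lacking PAFAH1B3 protein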
GSTO1 inh = blocks human GSTO1 in RBBP9 counter-screen; recombinant GSTO1, activity-based probe fluorescence polarization; inhibition, % at 5.96 µM; 300,000 tested, 1.1% active; AID 1974;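 active = inhibition above the campaign mean inhibition plus 3 SD, cut at about 35% in these data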;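 also: 0% = GSTO1-1 with DMSO and 100% = wells lacking GSTO1-1 enzyme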
PAFAH2 inh = inhibitors of human PAFAH2 | Q99487 | recombinant PAFAH2, FP-rhodamine activity probe, fluorescence polarization | inhibition, % at 3.39 µM | 340,000 tested, 0.99% active;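 active = inhibition above the mean over all tested compounds plus 3 SD, cut at about 30% in these data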;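 also: inhibitors block probe labeling of enzyme so polarization drops; 0% = enzyme with DMSO and 100% = wells lacking PAFAH2 protein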
pPAFAH FP inh = inhibitors of human plasma PAF acetylhydrolase (pPAFAH) | Q13093 | recombinant pPAFAH, FP-rhodamine probe fluorescence polarization | inhibition, % at 3.39 µM | 330,000 tested, 1.5% active | AID 463082;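 active = inhibition above the mean inhibition across the screen plus 3 SD, cut at about 25% in these data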;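 also: inhibitors block binding of the rhodamine activity-based probe so polarization drops; 0% = enzyme with DMSO and 100% = wells lacking pPAFAH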
Target sequence (Q13093 whole entry, looked up): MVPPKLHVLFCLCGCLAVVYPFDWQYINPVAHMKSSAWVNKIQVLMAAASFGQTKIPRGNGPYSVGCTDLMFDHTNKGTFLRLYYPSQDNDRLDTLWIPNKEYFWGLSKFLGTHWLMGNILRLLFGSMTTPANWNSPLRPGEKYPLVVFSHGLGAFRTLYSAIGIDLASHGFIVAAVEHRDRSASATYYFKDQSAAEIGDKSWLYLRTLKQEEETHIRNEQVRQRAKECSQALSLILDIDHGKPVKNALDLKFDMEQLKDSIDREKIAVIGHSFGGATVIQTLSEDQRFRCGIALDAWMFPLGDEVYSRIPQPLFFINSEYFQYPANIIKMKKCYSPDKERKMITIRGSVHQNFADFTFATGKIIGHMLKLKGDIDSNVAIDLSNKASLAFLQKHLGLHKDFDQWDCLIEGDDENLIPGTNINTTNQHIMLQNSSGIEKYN
LYPLA2 counter = counter-screen for PME1 inhibitors: inhibitors of human LYPLA2 | O95372 | recombinant LYPLA2, FP-Rh probe fluorescence polarization | inhibition, % at 5.9 µM | 320,000 tested, 0.38% active | AID 2177;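 active = inhibition above the screen-wide mean plus 3 SD, limit set per campaign, cut at about 26% in these data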;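 also: 0% = LYPLA2 with DMSO and 100% = wells lacking LYPLA2 enzyme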
* = called active by the depositor; . = not tested or not shown. Only part of the results is shown, so the mix of outcomes need not match the whole.

Sequence of screens – LYPLA1 counter, PAD4 FP inh, PME-1 inh, PAFAH1B2 inh, PAFAH1B3 inh, GSTO1 inh, PAFAH2 inh, pPAFAH FP inh, LYPLA2 counter
O=c1c2ccccc2[nH]c(=S)n1CCCn1ccnc1
→ 0, -2, -1, 7, 9, 4, -3, -1, 6
Cc1cccn2c(=O)nc(SCC(=O)N3CCN(c4ccccc4)CC3)nc12
→ -2, -3, -3, 3, 4, 0, 3, 3, 4
CC1Sc2ccc(S(=O)(=O)N3CCC(C(N)=O)CC3)cc2NC1=O (stereo not given)
→ 1, -1, -1, 6, 8, 14, -3, 6, 4
COC(=O)C1=C(C)N(Cc2ccccc2)C(=NCc2ccco2)N[C@H]1c1cccc(F)c1
→ ., -4, ., -1, -5, ., 5, 4, .
CCN1CCc2c(sc(N)c2C(N)=O)C1
→ 0, 5, -6, -3, -11, 3, -4, 6, 1
CCCN(CC(=O)Nc1ccccc1C)C(=O)C1CCN(C(=O)Nc2ccccc2)CC1
→ 2, -4, 0, 0, -1, 1, -3, 4, -2
Cc1cc(C)nc(Nc2ncc(O)n2-c2ccc(C)c(C)c2)n1
→ -6, -1, 1, 4, 4, 4, -4, 2, -2
COc1ccc(-c2c(C(F)(F)F)nn(C)c2NC(=O)c2cccnc2)cc1
→ -5, 6, -31, ., ., -4, ., -15, 3
N#Cc1c(SCC(=O)Nc2cccc(F)c2)sc2c(O)cc(=O)[nH]c12
→ -17, -8, -24, 8, 18, -6, 15, 30*, 0
CC(OC(=O)CCN=C1NS(=O)(=O)c2ccccc21)C(=O)NC1CCCCC1C (stereo not given)
→ 2, 3, 2, -3, 3, -8, 2, 1, 5
COc1cc2c(cc1OC)C1C(C(=O)Nc3ccccc3N3CCN(C)CC3)c3ccccc3C(=O)N1CC2 (stereo not given)
→ 1, 2, -15, 4, 2, 11, -2, 2, 1
COc1cc2cc(C(=O)N3CCN(Cc4ccc5c(c4)OCO5)CC3)c(=O)oc2cc1OC
→ -2, -2, -2, 8, 10, -3, 11, 6, -3
COC(=O)c1[nH]c2cccc(OC)c2c1NC(=O)CN(C)CC1OCCO1
→ 1, 3, -5, 2, -1, 2, -5, -1, -1
Cc1cccc(/C=C/c2onc(C)c2S(=O)(=O)N2CCC(C(=O)NC(C)(C)C)CC2)c1
→ 0, 1, 1, -2, 8, -9, -2, 8, 4
Cc1ccc(S(=O)(=O)N2CCC(=O)N(CCOC(=O)Nc3cccc(Cl)c3)CC2)cc1
→ -4, -8, 14, 19, 3, 1, 6, 10, -2
O=C(c1ccc(-c2ccccc2)cc1)N1CCN(c2ccccc2F)CC1
→ -6, -2, 7, 4, 1, 1, 2, 3, 14
O=C(CCC(=O)c1ccc(Br)cc1)Nc1ccc(F)cc1
→ 0, 0, -2, 2, 6, -1, -1, 5, 6
COc1ccc(C)cc1NC(=O)CCNC(=O)c1ccco1
→ 2, 6, 5, 3, -11, 7, 2, 2, 8
Cc1cc(Br)ccc1S(=O)(=O)n1ccnc1C
→ 2, 0, -3, 1, 5, -2, 9, 0, 5
O=C(O)c1ccccc1/C=N/n1c(C2CCCCC2)n[nH]c1=S
→ 0, -4, -2, 5, 1, 3, 1, 10, -4
CCOC(=O)CCCNC(=O)COC(=O)c1cc(Br)c(Br)s1
→ 2, 5, -3, 3, -3, 4, 12, 6, 2
O=C(Nc1ccc(NC(=O)C2CC2)nc1)c1cccnc1
→ 4, 2, 1, -3, 1, 7, -4, 2, -2
O=C1N[C@@H](Cc2ccccc2)C(=O)N2CCC[C@@H]12
→ -2, 1, 3, 3, 7, 5, -2, 7, 1
COc1ccc2[nH]c(=O)c(CN(CCCN(C)C)C(=O)Nc3ccc(F)cc3)cc2c1
→ -4, 3, -6, -3, 6, -1, -6, 3, -3
COC(=O)c1ccc(N2CCN(S(=O)(=O)c3ccc(Br)cc3)CC2)c([N+](=O)[O-])c1
→ 1, -10, 3, 8, -1, -11, -2, 4, 10
COc1ccc(-c2nc(=S)[nH][nH]2)cc1
→ 0, 2, 1, 5, 6, -4, -6, 1, -3
Cc1ccc(N=C2NC(=O)S/C2=C\c2ccco2)cc1
→ -4, -6, -2, 4, 1, 8, 0, 14, -4
Cc1nc(C)c(Oc2ccc(Cl)cc2Cl)c(=O)[nH]1
→ -1, 1, -9, 6, 4, 17, 3, 1, -3
O=C(Nc1ccc2c(c1)OCO2)C(c1ccc(Cl)cc1)N1CCC2(CC1)OCCO2 (stereo not given)
→ -1, -3, 6, 4, 0, -6, 4, -2, 4
OC1CCCN(CC(O)COC(c2ccccc2)c2ccccc2)C1 (stereo not given)
→ 3, 0, 9, 1, 10, -2, -4, 10, 10

Some of the entries so far, field by field:
> O=C(Nc1ccc(NC(=O)C2CC2)nc1)c1cccnc1
  LYPLA1 counter: 4
  PAD4 FP inh: 2
  PME-1 inh: 1
  PAFAH1B2 inh: -3
  PAFAH1B3 inh: 1
  GSTO1 inh: 7
  PAFAH2 inh: -4
  pPAFAH FP inh: 2
  LYPLA2 counter: -2

> CCOC(=O)CCCNC(=O)COC(=O)c1cc(Br)c(Br)s1
  LYPLA1 counter: 2
  PAD4 FP inh: 5
  PME-1 inh: -3
  PAFAH1B2 inh: 3
  PAFAH1B3 inh: -3
  GSTO1 inh: 4
  PAFAH2 inh: 12
  pPAFAH FP inh: 6
  LYPLA2 counter: 2

> O=C(Nc1ccc2c(c1)OCO2)C(c1ccc(Cl)cc1)N1CCC2(CC1)OCCO2 (stereo not given)
  LYPLA1 counter: -1
  PAD4 FP inh: -3
  PME-1 inh: 6
  PAFAH1B2 inh: 4
  PAFAH1B3 inh: 0
  GSTO1 inh: -6
  PAFAH2 inh: 4
  pPAFAH FP inh: -2
  LYPLA2 counter: 4

> O=C1N[C@@H](Cc2ccccc2)C(=O)N2CCC[C@@H]12
  LYPLA1 counter: -2
  PAD4 FP inh: 1
  PME-1 inh: 3
  PAFAH1B2 inh: 3
  PAFAH1B3 inh: 7
  GSTO1 inh: 5
  PAFAH2 inh: -2
  pPAFAH FP inh: 7
  LYPLA2 counter: 1

More structures follow.
Compound | LYPLA1 counter | PAD4 FP inh | PME-1 inh | PAFAH1B2 inh | PAFAH1B3 inh | GSTO1 inh | PAFAH2 inh | pPAFAH FP inh | LYPLA2 counter
CCCCN1C(=S)SC(C)(C)C1/[N+]([O-])=C/c1ccc(S(=O)(=O)NC)cc1 (stereo not given) | 0 | -4 | -4 | -2 | 1 | -1 | 2 | 1 | -5
O=C(Nc1ccccc1N1CCN(C(=O)c2ccc(Cl)cc2)CC1)c1cc2ccccc2o1 | -8 | -4 | -10 | -3 | -2 | -18 | 2 | -11 | -8
Fc1ccccc1OCCSc1ncnc2nc[nH]c12 | -1 | 0 | 2 | 3 | -6 | 0 | 12 | 1 | 9
O=C(NCc1ccccc1Br)c1cccc2c1C(=O)c1ccc(-c3ccc(OC(F)(F)F)cc3)cc1S2(=O)=O | . | 1 | . | 0 | -5 | . | -24 | -3 | .
CC(=O)Nc1ccc(NC(=O)CCOc2cc(C)ccc2C)cc1 | -3 | 2 | -6 | 4 | 14 | 3 | -8 | 0 | -6
CCn1c(N2CCN(C(=O)c3ccco3)CC2)nc2ccccc21 | -1 | 1 | 4 | 2 | 3 | -1 | -1 | 1 | -4
Cc1n[nH]c(C)c1S(=O)(=O)N1CCN(C(=O)c2ccco2)CC1 | -1 | -3 | 3 | 0 | 7 | 0 | 1 | -2 | 4
COc1ccc(C(=O)N2CCc3c([nH]c4ccccc34)C2C(F)(F)F)cc1 (stereo not given) | -3 | -3 | -5 | 1 | 6 | 3 | 0 | 3 | -1
N/C(=N\OC(=O)/C=C/c1ccccc1Cl)c1ccccn1 | -4 | 2 | -3 | 4 | 0 | 0 | 6 | 9 | 1
CCc1nc2ccccc2c(C(=O)OCC(=O)Nc2ccc(S(=O)(=O)N3CCOCC3)cc2)c1C | -27 | -1 | -25 | -4 | -1 | -13 | -22 | -14 | -19
COc1ccc(C(CNC(=O)c2ccc(C)c(S(=O)(=O)Nc3ccccc3OC)c2)N2CCCC2)cc1 (stereo not given) | 0 | -4 | 6 | 3 | 3 | 2 | -1 | -2 | 0
Cc1cccc(C(=O)c2c[nH]cc2-c2ccccc2)c1 | -1 | -5 | -1 | 1 | 11 | -3 | 7 | 4 | 6
CCn1cnc2cc(NCc3ccncc3)ccc21 | -2 | -19 | 6 | -1 | 5 | 8 | -1 | -8 | 0
C=CCn1c(Oc2ccc(C(=O)OC)cc2)nc2c1c(=O)n(C)c(=O)n2C | 2 | 0 | 0 | 2 | 2 | 2 | -2 | -2 | -4
COCCNc1nc(C)cc(-c2cc(C(=O)NCc3ccccc3)on2)n1 | 5 | 5 | 8 | -1 | -1 | 2 | 3 | 3 | 6
CSc1nnc(C2CCN(CC(=O)Nc3ccccc3N3CCOCC3)CC2)n1C | -3 | 2 | 2 | 2 | 6 | 1 | -5 | 3 | -4
COc1ccc(/C=C/c2nc(-c3ccccc3O)n[nH]2)cc1 | -18 | 3 | -50 | 5 | 16 | -7 | -10 | -13 | -23
CCOc1ccc(C2CC(c3ccccc3C)n3nc(N)nc3N2)cc1 (stereo not given) | 1 | -2 | 0 | -1 | 6 | 3 | -1 | 1 | 1
CCOc1ccc(N(CC(=O)Nc2ccccc2C(=O)NC(C)CC)S(C)(=O)=O)cc1 (stereo not given) | 3 | 0 | 5 | -1 | -2 | 2 | 3 | 1 | 2
CC(C#N)Sc1ccc(S(=O)(=O)N(C)C2CCCCC2)cn1 (stereo not given) | -2 | -1 | 5 | -2 | 1 | . | 6 | 1 | 3
Cc1cccc(NC(=O)COC(=O)c2nn(C)c(=O)c3ccccc23)c1C | . | -4 | . | 4 | 0 | . | 5 | 1 | .
COc1cccc(/C=N/n2nnnc2N)c1OCc1ccccc1Cl | -4 | 2 | -4 | 5 | 1 | -3 | 4 | -6 | 1
CN1CCN(c2nc3c(c(=O)[nH]c(=O)n3C)n2CCSc2nnnn2-c2ccccc2)CC1 | -2 | -2 | 1 | -4 | 8 | 7 | -7 | 2 | -4
CCN(C[C@H]1N[C@@](C)(C(=O)OC)[C@H]2C(=O)N(C)C(=O)[C@@H]12)C(=O)C1CCCCC1 | . | 2 | . | 3 | 9 | . | -1 | -4 | .
CC(=O)C1=C(C)NC(SCC(=O)c2ccccc2)=C(C#N)C1CC(C)C (stereo not given) | 0 | -1 | 0 | 3 | 2 | 4 | -3 | 8 | 1
O=C(N/C(=C\c1ccco1)C(=O)N1CCCC(CO)C1)c1ccccc1 (stereo not given) | 4 | -4 | -1 | -2 | 3 | 4 | -2 | 2 | 0
Cc1cccc(C(=O)OCC(=O)NCc2ccc3c(c2)OCO3)c1C | . | -13 | . | 5 | 9 | . | 4 | 2 | .
CC(C)=CCN1CCN(Cc2ccc(C#CC(C)(C)O)s2)CC1CCO (stereo not given) | 0 | 1 | 1 | 0 | -4 | 7 | 1 | 4 | -1
O=C(Nc1ccncc1)c1ccc(F)cc1 | 1 | 2 | 0 | 1 | -7 | -6 | -7 | 4 | 7
Cc1ccc(CNC(=O)c2oc3ccc(S(=O)(=O)N4CCC5(CC4)OCCO5)cc3c2C)cc1 | -4 | -4 | -6 | 10 | 4 | -8 | -1 | -2 | 1
CC(NC(=O)Nc1ccc(F)cc1F)c1ccncc1 (stereo not given) | 5 | -1 | -3 | 0 | 7 | 3 | -3 | 2 | 9
O=C(O)c1ccccc1C(=O)N1CCc2c([nH]c3ccccc23)C1C(F)(F)F (stereo not given) | 0 | -1 | 2 | . | . | 0 | . | -4 | -6

Screening data deposited in PubChem BioAssay by The Scripps Research Institute Molecular Screening Center.
